HePTP inh: blocks human HePTP tyrosine phosphatase; 110,000 tested, 0.64% active; P35236; inhibition, % at 20 µM; recombinant HePTP phosphatase activity, OD absorbance; in the data active = inhibition above about 50%;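 note: plate controls were vehicle for no effect and reference inhibitor for full effect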
Target sequence (P35236 whole entry, looked up): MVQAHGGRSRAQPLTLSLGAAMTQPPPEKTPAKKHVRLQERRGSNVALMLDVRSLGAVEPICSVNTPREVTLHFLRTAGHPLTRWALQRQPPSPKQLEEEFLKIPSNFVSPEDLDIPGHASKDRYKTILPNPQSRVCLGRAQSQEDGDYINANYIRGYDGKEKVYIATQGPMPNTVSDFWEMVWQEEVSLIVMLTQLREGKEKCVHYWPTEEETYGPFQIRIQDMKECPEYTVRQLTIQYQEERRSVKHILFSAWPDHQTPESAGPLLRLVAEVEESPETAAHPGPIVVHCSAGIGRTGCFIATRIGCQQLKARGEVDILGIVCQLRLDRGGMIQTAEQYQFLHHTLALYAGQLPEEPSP
BAP1 inh: inhibitors of human BAP1 deubiquitinase | Q92560 | recombinant BAP1, Ub-AMC hydrolysis fluorescence kinetic; hits give low values | activity remaining (% of control), % at 20 µM | 72,000 tested, 0.48% active | AID 436;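 active = activity remaining at or below 50% of control, provided the compound also passes the data quality filters; inactive = the rest, including low values that fail the filters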;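 note: 100% = DMSO wells rate and 0% = substrate alone blank rate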
Target sequence (Q92560 whole entry, looked up): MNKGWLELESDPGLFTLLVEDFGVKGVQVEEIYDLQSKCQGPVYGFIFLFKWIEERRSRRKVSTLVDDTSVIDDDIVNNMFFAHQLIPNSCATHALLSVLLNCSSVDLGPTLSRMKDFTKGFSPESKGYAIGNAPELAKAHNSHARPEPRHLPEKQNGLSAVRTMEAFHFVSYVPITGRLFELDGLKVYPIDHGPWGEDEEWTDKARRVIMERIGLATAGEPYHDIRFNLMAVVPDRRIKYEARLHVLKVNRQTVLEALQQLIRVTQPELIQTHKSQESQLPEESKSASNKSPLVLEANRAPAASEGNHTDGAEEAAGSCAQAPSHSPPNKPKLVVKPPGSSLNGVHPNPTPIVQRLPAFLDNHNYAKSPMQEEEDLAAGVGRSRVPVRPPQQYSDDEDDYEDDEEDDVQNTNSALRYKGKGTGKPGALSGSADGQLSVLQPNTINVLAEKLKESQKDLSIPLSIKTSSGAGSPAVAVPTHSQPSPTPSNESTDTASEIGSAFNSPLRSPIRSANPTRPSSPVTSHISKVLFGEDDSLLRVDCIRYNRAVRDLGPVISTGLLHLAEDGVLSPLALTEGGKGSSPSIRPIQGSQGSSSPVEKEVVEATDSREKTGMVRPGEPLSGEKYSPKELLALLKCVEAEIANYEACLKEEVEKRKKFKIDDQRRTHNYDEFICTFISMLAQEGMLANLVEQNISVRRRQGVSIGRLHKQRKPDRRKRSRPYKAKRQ
* hit, by the source's call; nt = not tested or not shown; & = joins results of further samples.

SMILES	HePTP inh	BAP1 inh
COc1ccc(CCC(=O)Nc2ccc(-c3noc(-c4ccc(OC)c(OC)c4)n3)cc2)cc1	7.2	nt
O=C(CCCn1c(SCC(=O)c2ccc(Cl)cc2)nc2ccccc2c1=O)NCc1ccco1	3.4	74.6
O=C(O)CN1C(=O)/C(=C2\SC(=S)N(/N=C/c3cc([N+](=O)[O-])ccc3O)C2=O)c2ccccc21	102.3*	nt
COc1cccc(OCC(=O)NNC(=O)COc2ccccc2OC)c1	10.0	nt
CCOC(=O)c1cncc(NC(=O)c2ccccc2)c1	5.5&9.4	112.4
COc1ccc(/C=N/n2c(SC)nnc2-c2ccccc2)c(OC)c1OC	15.8	95.5
CCC(c1nnnn1C1CCCC1)N(Cc1cccs1)Cc1cc2cccc(C)c2[nH]c1=O (stereo not drawn)	2.6	49.7*
COc1cc(C(=O)Nc2nc(C)c(C)s2)cc(OC)c1OC	8.1	nt
CCOc1ccccc1CN1CCN(S(=O)(=O)CC)CC1	5.1	112.9
O=C(CSc1nc2ccccc2s1)NNC(=O)NC1CCCCC1	5.4	nt
COc1ccccc1C1(O)CC2CCC(C1)N2S(=O)(=O)c1ccc(C(C)=O)cc1 (stereo not drawn)	3.1	88.8
N#Cc1cccc(C(c2nnnn2CCc2ccccc2)N2CCN(C3CCCCC3)CC2)c1 (stereo not drawn)	11.2	90.3
COc1ccccc1Cc1nc(-c2ccc(C)cc2)no1	0.9	75.7
Cc1cc(C)nc(SCC(=O)Nc2ccccc2C(=O)O)n1	5.0	nt
COc1cccc(N=C2c3ccccc3C(=O)C2c2cccc(Br)c2)c1 (stereo not drawn)	-10.4	nt
Cn1c(=O)n(CCc2ccccc2)c(=O)c2c1nc1n2CCCN1CCc1ccccc1	4.3	80.8
CCOC(=O)c1ccc(CSc2nnc(-c3ccncc3)n2N)cc1	4.9	97.3
O=C(O)c1ccc(N/C(=N\S(=O)(=O)c2ccc(Cl)cc2)c2ccccc2)cc1	5.1	nt
Cc1cccc(C(=O)NNC2=C(C(=O)C(F)(F)F)CCC2)c1O	-1.5	nt
COc1ccc(C(=O)OCCCN2C(=O)c3ccccc3C2=O)cc1	-8.4	nt
CCOc1ccc(C(=O)Nc2ccc(-c3nc4ccc(C)cc4o3)cc2)cc1Cl	5.9	nt
CCN(CC)C(=O)c1cc(-c2ccc(C)cc2)nc2ccccc12	-1.9	nt
N=C1C(c2ccc(Br)cc2)=C(O)C2CCc3ccccc3N12 (stereo not drawn)	8.0	110.5
C=C(C)Cn1c(C(C)NC(=O)CCC)nc2ccccc21 (stereo not drawn)	-8.6	nt
O=C(/C=C/c1ccc([N+](=O)[O-])cc1)c1ccc(OC(F)F)cc1	9.5	nt
O=C(/C=C/c1ccc(F)cc1)NC(=S)Nc1cccc([N+](=O)[O-])c1	-1.8	nt
Cc1ccc(/C=C2/C=C(c3ccccc3)OC2=O)o1	22.9	nt
COc1cc2c(C(=O)NC3CCCCCC3)cn(C)c(=O)c2cc1OC	-3.5	90.8
CC1Cc2ccccc2N1Cc1nc2scc(-c3cccs3)c2c(=O)[nH]1 (stereo not drawn)	5.0	nt
O=C(CSc1ncn[nH]1)NCCCc1ccccc1	13.1	101.4

One compound at a time (already shown). Order of values: HePTP inh | BAP1 inh
O=C(/C=C/c1ccc(F)cc1)NC(=S)Nc1cccc([N+](=O)[O-])c1 is listed with -1.8 | nt
O=C(/C=C/c1ccc([N+](=O)[O-])cc1)c1ccc(OC(F)F)cc1 is listed with 9.5 | nt
CCN(CC)C(=O)c1cc(-c2ccc(C)cc2)nc2ccccc12 is listed with -1.9 | nt
O=C(CSc1ncn[nH]1)NCCCc1ccccc1 is listed with 13.1 | 101.4
CC1Cc2ccccc2N1Cc1nc2scc(-c3cccs3)c2c(=O)[nH]1 (stereo not drawn) is listed with 5.0 | nt

Remaining list, next part:
SMILES	HePTP inh	BAP1 inh
CC(C)(C)c1ccc(/C=C\C(=O)c2ccc3c(c2)OCO3)cc1	3.6	nt
O=C(NCCCO)C(=O)Nc1ccc(F)cc1	3.9	nt
COc1cc(C2SCC(=O)N2CCN2CCCCC2)cc([N+](=O)[O-])c1O (stereo not drawn)	2.4	nt
Cc1nc2ncnn2c(C)c1CCC(=O)N1CCN(c2ccccn2)CC1	0.2	96.2
Nc1cc(=O)[nH]c(SCc2nc3ccccc3n2Cc2ccccc2)n1	3.3	84.0
COC(=O)CN(c1nc(C)cc(OC)n1)S(=O)(=O)c1ccc(C)cc1	10.0	101.8
CCOc1ccc(NC(=O)CN(c2ccc(Cl)cc2)S(C)(=O)=O)cc1	2.5	nt
COc1cc(OC)c(NC(=O)c2ccoc2C)cc1Cl	1.2	113.3
CCOC(=O)N1CCN(C(=O)CSc2nnc(Cc3cccn3C)n2CCc2ccccc2)CC1	20.6	99.0
O=C(NCc1ccccc1F)C1CCN(C(=O)NCc2ccccc2)CC1	2.0	92.0
S=C(NCCc1ccccc1)Nc1ccc(Cl)cc1Cl	9.0	nt
CC(=O)Nc1ccc(S(=O)(=O)NCc2cn3c(C)csc3n2)cc1	0.0	98.0
CCOc1ccc(/C=N/N2CCN(Cc3cccc4ccccc34)CC2)cc1OC	-0.5	nt
Cc1ccc(S(=O)(=O)Nc2c(C)n(C)n(-c3ccccc3)c2=O)c(C)c1	-12.9	nt
COc1ccc(CNC(=O)C2CCN(S(=O)(=O)c3ccc(-c4nn[nH]n4)cc3)CC2)cc1	1.1	102.4
O=[N+]([O-])c1c(NC2CC2)ncnc1NC1CC1	-18.7	nt
CCOc1ccc2nc(NC(=O)CSc3nc4c(c(=O)n(C)c(=O)n4C)n3C(C)C)sc2c1	9.8	137.0
O=C(C[n+]1cccc2ccccc21)c1cc2ccccc2oc1=O	2.8	nt
CCc1ccc(CN2CCN(S(C)(=O)=O)CC2)cc1	-23.3	nt
CC1CCN(S(=O)(=O)c2ccc(-c3nnc(SCc4cccnc4)o3)cc2)CC1	11.3	nt
COc1cccc(Oc2nc(N)[nH]c(=O)c2I)c1	8.5	86.3
COc1ccc(N(C(C)C(=O)N/N=C/c2cc(C)n(-c3ccccc3C(F)(F)F)c2C)S(C)(=O)=O)cc1 (stereo not drawn)	-14.5	nt
O=C(O)C1Cc2c([nH]c3ccccc23)C(c2ccccc2F)N1 (stereo not drawn)	3.7	nt
CCOC(=O)c1ccc(-n2c(C)cc(/C=C3\NC(=O)NC3=O)c2C)cc1	4.1	nt
COc1ccc(C2NC(=O)NC(C)=C2C(=O)Nc2cccc(C)c2C)cc1 (stereo not drawn)	7.0	95.3
Cc1cccc(N(CC(=O)NCc2ccc3c(c2)OCO3)C(=O)CCC(=O)Nc2ccccn2)c1	8.2	82.0
Cc1ccc(C(C)C)cc1C(=O)CC1(O)C(=O)N(C)c2ccccc21 (stereo not drawn)	9.2	101.3
CCn1c(=N)c(S(=O)(=O)c2ccc(F)cc2)cc2c(=O)n3ccccc3nc21	-4.5	nt
COc1ccccc1Cn1nnc2c(=O)[nH]c(C3CCN(C(=O)c4ccc(F)cc4)CC3)nc21	6.0	85.3
CC1CCN(c2oc(Cc3cccc4ccccc34)nc2C#N)CC1	2.3	69.0
Clc1cccc(Cl)c1COc1ccncc1	-11.3	110.9
CCCOC(=O)CCCCC1SCC(NC(=O)OC)C1NC(=O)OC (stereo not drawn)	1.5	118.2
COC(=O)c1ccc(CSc2nc3ccccc3[nH]2)cc1	8.7	nt
O=C1OC(c2ccc(NC(=O)C(F)(F)F)cc2)(c2ccc(NC(=O)C(F)(F)F)cc2)c2ccccc21	8.3	nt
Cc1ccc(OCC(O)Cn2c(=N)n(CCN3CCCCC3)c3ccccc32)cc1 (stereo not drawn)	7.4	99.2
Cc1cc(=O)[nH]c(SCc2ccc(Cl)cc2Cl)n1	8.3	nt
Cc1cc(N2C(=O)CC(Cc3ccccc3)C2=O)no1 (stereo not drawn)	10.8	89.6
NC(=O)c1cccc(N=Cc2ccc(Br)s2)c1	-13.8	nt
Cc1cccc(N2C(=O)c3ccc([N+](=O)[O-])cc3C2=O)c1	nt	57.4
CCC(C(=O)NCc1ccccc1OC)c1ccccc1 (stereo not drawn)	-2.5	nt
c1ccc(-n2ncc3c(N4CCN(C5CCCCC5)CC4)ncnc32)cc1	-5.6	nt
O=C(C[n+]1cc(Br)cc(Br)c1)c1ccc(Cl)cc1	-0.6	nt
Cc1ccc(OCCN2C(=O)OC(C)(C)C2(C)O)cc1 (stereo not drawn)	4.2	93.7
CCCNC(=O)c1noc2c1CCc1ccccc1-2	2.7	102.4
Cc1cccc(C(=O)NN=C2CCN(C)CC2)c1	-0.6	nt
Cc1cc(C)n(C(=O)c2ccc(S(=O)(=O)N3CCCC3)cc2)n1	-9.3	116.5
CCOc1cc(/C=C2\C(=O)NC(=O)N(c3cc(C)cc(C)c3)C2=O)c(Br)cc1O	-5.8	nt
CCCn1c(SCCc2ccccc2)nc2c1c(=O)[nH]c(=O)n2C	3.0	111.6
O=C(CNCCC1=CCCCC1)Nc1ccccc1N1CCCCC1	9.2	67.7
O=C1N=c2ccc(I)cc2=C1c1[nH]c(=S)[nH]c1O	-13.5	nt

Later entries.
SMILES	HePTP inh	BAP1 inh
O=C(O)c1ccc(F)c(S(=O)(=O)Nc2ccccc2Cl)c1	4.3	130.2
O=C(NCCCN1CCOCC1)c1ccccc1-c1ccccc1	1.8	97.0
O=C(OCc1nnc(-c2ccccc2)o1)c1cc(=O)c2ccccc2o1	7.0	79.6
O=C(CSc1ccc(/C=N/NC(=O)c2ccncc2)o1)Nc1ccccc1	-7.4	nt
Cc1csc(C(C#N)C(=O)c2cc3ccccc3o2)n1 (stereo not drawn)	5.0	nt
Cc1nc2ccccc2n1CC(O)COc1ccc(Br)cc1 (stereo not drawn)	1.8	nt
CCC1=NN2C(=N)/C(=C\c3ccc(N(CC)CC)cc3)C(=O)N=C2S1	5.1	nt
Cc1ccc(-c2ncnn2-c2ccc(F)c([N+](=O)[O-])c2)cc1	1.8	nt
O=C(CN1CCN(Cc2ccccc2Cl)C1=O)NC1CCCCCC1	1.5	100.1
Cc1cccc(C)c1OCCCCNCCO	-10.8	nt

Of the compounds above, 3 have a cyano group.
SMILES	HePTP inh	BAP1 inh
N#Cc1cccc(C(c2nnnn2CCc2ccccc2)N2CCN(C3CCCCC3)CC2)c1 (stereo not drawn)	11.2	90.3
CC1CCN(c2oc(Cc3cccc4ccccc34)nc2C#N)CC1	2.3	69.0
Cc1csc(C(C#N)C(=O)c2cc3ccccc3o2)n1 (stereo not drawn)	5.0	nt

(listing goes on)
SMILES	HePTP inh	BAP1 inh
Cn1c(COc2ccc(Cl)cc2)n[nH]c1=S	0.0	nt
CCc1ccc(NC(=O)COc2ccc(C)cc2C)cc1	-1.6	nt
CCOC(=O)c1ccc(-c2ccc(/C=C3\C(=O)N(c4ccc(S(N)(=O)=O)cc4)N=C3C)o2)cc1	6.1	nt
CC(CN1CCOCC1)OC(=O)c1ccc2c(c1)OCCO2 (stereo not drawn)	3.2	104.7
CC(=O)OCC(=O)[C@H]1CC[C@H]2[C@@H]3CC=C4C[C@@H](O)CC[C@]4(C)[C@H]3CC[C@]12C	4.0	50.5
Cc1nc2ccccc2cc1O	6.5	325.4
COc1ccc(N2CCN(C(=O)COc3ccc4ccccc4c3)CC2)cc1	9.9	85.9
CCOC(=O)c1ccc(NC(=O)CN2C(=O)CSC2=O)cc1	4.3	103.9
Cc1cc([N+](=O)[O-])ccc1NC(=S)NC(=O)c1ccc(Cl)cc1	4.5	nt
Cc1cc(C)n(C(=O)CNC(=O)CCc2ccccc2)n1	3.2	94.0
CCc1ccc(NC2=C(Cl)C(=O)N(c3ccc(C)cc3C)C2=O)cc1	-2.4	nt
CC(C)N/C=C/C(=O)c1ccc(Br)cc1	9.3	nt
CCOc1ccccc1CNC(=O)C1CCCN(c2nc3ccccc3o2)C1 (stereo not drawn)	7.5	94.0
O=C(Cc1ccc(Br)cc1)Nc1ccc(F)c(F)c1	3.1	nt
CCn1c(=O)c(C(=O)NCCNCCO)c(O)c2ccccc21	9.2	117.7
Cc1ccc(S(=O)(=O)c2cc3c(=O)n4cccc(C)c4nc3n(CC3CCCO3)c2=N)cc1 (stereo not drawn)	-7.7	nt
CC1CCN(CCCn2c(=S)[nH]c3ccccc3c2=O)CC1	-8.8	95.0
COc1ccc(/C=C2\C(=O)NC(=S)N(c3ccc(Br)cc3)C2=O)cc1	8.6	nt
CCOC(=O)CNC(=O)COc1ccc(Cl)cc1Br	2.6	nt
COC(=O)C1=CN(C2CC2)C=C(C(=O)OC)C1c1ccc(C(=O)OC)cc1	2.1	nt

Entries listed so far that bear a hit mark in HePTP inh.
SMILES	HePTP inh	BAP1 inh
O=C(O)CN1C(=O)/C(=C2\SC(=S)N(/N=C/c3cc([N+](=O)[O-])ccc3O)C2=O)c2ccccc21	102.3*	nt

Additional results
SMILES	HePTP inh	BAP1 inh
O=C1CC(SCCO)C(=O)N1c1ccc(Oc2ccccc2)cc1 (stereo not drawn)	6.5	nt
O=C(Cc1n[nH]c(=O)[nH]c1=O)N/N=C\c1ccccc1F	-10.5	nt
Cc1ccc(OCCCNC(C)(C)C)c(C(C)(C)C)c1	6.2	nt
COC(=O)c1cc(NC(=O)c2cccc3c(Br)cccc23)cc(C(=O)OC)c1	-5.5	nt
COc1ccccc1NC(=O)C1=C(C)NC(=S)NC1c1ccc(F)cc1 (stereo not drawn)	2.6	nt
CC(C)(C)NC(=O)C[n+]1ccc(C(N)=O)cc1	nt	67.7
CCOc1ccccc1/C=N/Nc1nnc(-c2ccccc2)c(=O)[nH]1	2.5	nt
COc1ccc(/C=N/Nc2cc(-c3ccccc3)nc(C)n2)cc1	4.6	nt
NS(=O)(=O)c1ccc(CNC(=S)Nc2ccc(F)cc2)cc1	-9.2	nt
O=C(c1nn2c(C(F)(F)F)cc(-c3cccs3)nc2c1Br)N1CCN(c2ccc(F)cc2)CC1	7.5	nt
CCOC(=O)c1ccc(NC(=O)c2cc(Br)ccc2Cl)cc1	-26.4	nt
NC(=O)CCCC1=NS(=O)(=O)c2ccccc2N1	-3.1	80.2

Source: PubChem BioAssay
